# Screening results (PubChem BioAssay)
# b-catenin transl: beta-catenin nuclear translocation modulation. HeLa beta-catenin nuclear translocation, immunofluorescence imaging. nuclear translocation activity, % at 5 µM. hit rate 0.3% among 190,000. AID 1665;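 active = nuclear translocation activity above 50% at 5 µM, with a well cell count of 50 or more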;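 also: per-cell ratio of nuclear to cytoplasmic median beta-catenin stain intensity; plate controls were DMSO negative control for no effect and GSK-3 inhibitor IX positive control for full effect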
#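 test system = HeLa cells, endogenous beta-catenin | dosing = single 5 µM dose plus 0.02–20 µM confirmation series | times = compound treatment 24 h, 37°C, 5% CO2 | technique = beta-catenin immunofluorescence imaging with DAPI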
# WT yeast gro inh: growth inhibition of WT yeast, mitochondrial fusion screen. hit rate 2.1% among 190,000. inhibition, % at 10 µM. AID 1362. mitochondrial fusion phenotypic screen, WT strain; in the data active = inhibition above about 58%; tested in S. cerevisiae
# Dynein cargo inh: blocks dynein driven cargo transport along microtubules; 3617.4 mouse cells, GR-EGFP nuclear translocation imaging; test concentration mostly 20 µM; stimulated with dexamethasone, 1 µM; active compounds read low; z-score, hits read low; hit rate 0.47% among 220,000;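 active = plate z-score of nuclear minus cytoplasmic receptor signal below a set negative limit, without overly bright fluorescence or cell loss, cut at about -3.5 in these data, passing the limit was not always enough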;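 also: z-score of nuclear minus cytoplasmic ring GR-EGFP intensity difference per well; some compounds called inactive have numbers as strong as hits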
#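 medium = tetracycline-free induction medium containing charcoal-stripped FBS | also added = 1.0 µM final dexamethasone stimulus | schedule = 48 h induction, 1 h compound, 30 min dex at 37 °C | technique = fixed, Hoechst-stained cells imaged at 10x for EGFP | measure = GR-EGFP nuclear translocation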
# MT stabilizer: microtubule stabilizers in HeLa cells | HeLa tubulin immunostaining HCS, 24 h; share of cells brighter than vehicle mean+2SD | % tubulin-high responders, % at 10 µM | hit rate 0.83% among 200,000;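 active = plate Z-score above 3 for both tubulin-high and condensed-nucleus cell shares, with cell loss under 80%, at 10 µM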;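 also: anti alpha tubulin signal scored within the nucleus-defined area of each cell; some results filed as inactive read as strong as hits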
# Autophagy mod: alters autophagy in cells; MEF GFP-LC3 puncta imaging; test concentration mostly 10 µM; calls only at 10 µM (by protocol); hit rate 0.98% among 190,000;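 active = percentage of spot-positive cells more than 3 SD above its plate mean, without a fluorescence outlier flag or 80% toxicity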;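 also: spot-positive cell cutoff set from DMSO-treated cells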
# XIAP displacement: XIAP antagonists, biochemical, IAP family, fluorescence polarization (AID 1018); one-dose displacement, % at 20 µM; IC50 in µM for titrated hits; hit rate 0.007% among 200,000; XIAP BIR domain, fluorescence polarization peptide displacement; higher % means a stronger effect; in the data active = displacement above about 50%; also: a part of the inactive calls stands beside numbers as strong as those of hits
# CSM14.1 death rescue: rescue of cells from ER stress-induced death, primary screen, 384-well, CSM14.1, thapsigargin, ATP luminescence (AID 1222); 190,000 tested, under 10 active; CSM14.1 thapsigargin-induced death rescue, ATP luminescence; higher % means a stronger effect; one-dose cellular ATP content (survival), % at 20 µM; EC50 in µM for titrated hits;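 active = EC50 below 50 µM in the dose-response confirmation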;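 also: death triggered by thapsigargin at about 15 µM added after 2 h compound pretreatment; cell ATP read after overnight thapsigargin exposure of roughly 18 to 22 hours; normalized against plate controls of thapsigargin alone and 5% DMSO vehicle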
# Insulin prom up: MIN6 insulin promoter up-regulation; AID 1625; z-score at 5 µM; hit rate 0.3% among 190,000; MIN6 insulin promoter-GFP reporter, high-content imaging; active compounds read high;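 active = z-score above 3 at 5 µM with at least 500 cells counted in the well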
# Hep lipid drop: hepatic lipid droplet formation modulation. AML12 mouse hepatocytes, oleate lipid droplets, BODIPY imaging. inhibition, % at 6.5 µM. hit rate 0.4% among 240,000;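 active = lipid droplet intensity inhibited by at least 50%, with more than 500 cells counted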
#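 material = mouse AML12 hepatocyte cell line, fixed after treatment | also added = 100 µM oleic acid challenge | doses = compound at 6.5 µM only | schedule = overnight exposure | technique = Image-based BODIPY and DAPI two-channel analysis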
# WT yeast gro inh mutant strain: recorded beside WT yeast gro inh, whose call it bears; inhibition, %; mitochondrial fusion phenotypic screen, mutant strain inhibition
# Dynein cargo inh cytoplasmic EGFP: also measured in Dynein cargo inh; calls as there; z-score; measured here: cytoplasmic GR-EGFP intensity; active compounds read high
# Dynein cargo inh nuclear GR-EGFP: second read-out of Dynein cargo inh, no call of its own (marks repeat the call); z-score; measured here: nuclear GR-EGFP intensity;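 lower value marks the stronger effect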
# Dynein cargo inh cell count: further read-out of Dynein cargo inh, marked with its call; z-score; measured here: cell count per field
# Insulin prom up cell count: also measured in Insulin prom up; calls as there; cell count; measured here: cytotoxicity, nuclei count;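 total cells summed across four imaged fields per well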
# Hep lipid drop cells 6.5 µM: further read-out of Hep lipid drop, marked with its call; cell count; measured here: cell count, cytotoxicity flag;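 cells counted across two imaged fields per well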
# b-catenin transl cell count 5 µM: second read-out of b-catenin transl, no call of its own (marks repeat the call); cell count; measured here: cell count, cytotoxicity flag
# MT stabilizer Hoechst-high %: recorded beside MT stabilizer, whose call it bears; % Hoechst-high responders; measured here: nuclear condensation Hoechst responders;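 share of cells brighter than vehicle mean plus two SD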
# MT stabilizer cytotoxicity %: further read-out of MT stabilizer, marked with its call; toxicity, %; measured here: cytotoxicity by cell density;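 0% = mean cell density of plate MIN control wells and 100% = no cells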
# Autophagy mod cell loss 18 h: further read-out of Autophagy mod, marked with its call; toxicity, %; measured here: cell loss, nuclei count;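 cell loss after 18 h compound exposure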
# * marks the source's active call; other numbers are inactive results; i = inactive; / = not tested or not shown.
SMILES,b-catenin transl,b-catenin transl cell count 5 µM,WT yeast gro inh,WT yeast gro inh mutant strain,Dynein cargo inh,Dynein cargo inh cytoplasmic EGFP,Dynein cargo inh nuclear GR-EGFP,Dynein cargo inh cell count,MT stabilizer,MT stabilizer Hoechst-high %,MT stabilizer cytotoxicity %,Autophagy mod,Autophagy mod cell loss 18 h,XIAP displacement,CSM14.1 death rescue,Insulin prom up,Insulin prom up cell count,Hep lipid drop,Hep lipid drop cells 6.5 µM
CS(=O)(=O)Nc1ccc(C2=NN(S(=O)(=O)c3ccccc3)C(c3cccs3)C2)cc1 (stereo not drawn),1.1,1021,0.4,-4.4,-0.495,0.0774,-0.158,0.909,3.0,1.3,6.0,i,-35.9,64.6%,-1.8%,/,/,5.1,714
COCCNC(=O)CSc1nc2cc(OC)c(OC)cc2c(=O)n1CCC1=CCCCC1,2.6,461,5.7,1.8,-1.3,-0.253,-0.338,0.453,2.7,1.5,6.8,i,2.7,-6.7%,-1.6%,-0.91,1234,-6.1,708
Nn1c(SC/C=C/c2ccccc2)nnc1-c1ccco1,-5.1,1255,8.8,25.0,-0.226,-0.187,0.142,-0.372,1.8,0.3,11.2,i,4.1,-4.2%,5.3%,-0.04,1191,25.8,804
CCOC(=O)Cc1csc(NC(=O)CSc2ncnc3c2cnn3-c2ccccc2Cl)n1,4.8,1092,17.3,0.0,-1.02,-0.215,-0.378,1.65,4.5,1.8,0.8,i,5.2,-1.0%,0.2%,-0.32,1269,/,/
COc1ccc(OC)c(NC(=O)CSc2nnnn2C)c1,0.1,914,-0.9,4.7,-0.146,-0.319,0.684,-0.277,1.5,1.3,1.9,i,17.1,-6.6%,3.3%,0.19,1298,8.1,746
CCOc1nc(NC(=O)NS(=O)(=O)Oc2cccc(Cl)c2)nc(-c2ccccc2)n1,-3.8,583,2.5,-10.1,1.64,-0.158,2.66,-1.58,4.1,2.6,5.6,i,8.3,-3.7%,-2.9%,-0.28,1311,9.8,751
COC(=O)c1ccc(CN2CCN(CCC(C)C)C(CCO)C2)cc1 (stereo not drawn),1.7,959,12.8,-1.3,-0.894,-0.167,-0.512,-0.91,1.3,1.3,2.8,i,10.6,-7.3%,-0.3%,/,/,18.8,765
S=C(NCc1ccco1)N/N=C/c1cccnc1,1.2,1281,/,/,-0.631,-0.19,0.0822,1.19,/,/,/,/,/,/,/,0.36,1128,-23.2,614
Cn1c(OCc2cccnc2)nc2c1c(=O)n(Cc1ccc(Br)cc1)c(=O)n2C,-3.5,869,-13.9,-9.4,0.549,-0.129,0.464,0.605,3.5,2.2,0.6,i,5.9,-11.0%,7.0%,-1.09,1056,/,/
CN(CCNC(=O)C1CCN(S(=O)(=O)N2CCOCC2)CC1)CCc1ccccc1,-0.9,791,-7.5,-2.2,-0.876,-0.286,-0.154,0.726,3.7,1.6,2.5,i,10.8,-5.3%,-0.7%,-0.84,1005,/,/
O=C(c1ccco1)N1CCN(c2ncnc3c2[nH]c2ccccc23)CC1,-4.3,823,-7.2,2.3,2.85,0.0681,0.725,-2.32,5.4,4.3,8.4,i,23.2,-4.2%,-0.6%,-1.37,625,/,/
COc1ccc(C(=O)NCc2nnc(SCC(=O)Nc3ccccc3F)o2)cc1,-0.9,1080,-7.7,0.7,-0.822,-0.206,-0.327,0.916,4.5,2.1,9.1,i,4.2,-4.2%,0.4%,/,/,7.4,747
CCOc1cc(/C=N/n2nnnc2N)ccc1OCc1c(C)no[n+]1[O-],0.7,899,-12.8,-19.8,-0.729,-0.319,-0.632,0.819,1.7,3.6,7.3,i,-12.5,-5.5%,16.2%,/,/,-5.8,584
C=CC#CC1(O)CC(C)[N+](C)(C)CC1C (stereo not drawn),-2.9,1151,-7.4,9.9,-0.0876,-0.19,-0.434,0.686,1.7,2.8,5.3,i,-5.7,-3.9%,-0.9%,-0.07,1234,-2.7,742
COc1cccc(NC(=O)c2nnn(Cc3ccc(Br)cc3F)c2N)c1,-0.3,1125,4.1,-9.6,0.791,-0.217,0.754,0.29,1.8,3.6,7.5,i,12.5,-0.3%,/,0.09,2108,-16.6,679
Cc1ccc(C)c(CN2C(=O)COc3ccc(C(=O)c4ccccc4C(=O)O)cc32)c1,-2.5,1152,46.2,-22.9,-0.83,-0.255,-0.388,0.575,3.7,1.9,4.0,i,-0.8,-11.6%,-1.0%,-0.47,1534,-5.4,654
Cc1ccc(OCC(=O)N2CCN(C(=O)c3ccco3)CC2)cc1,0.4,1500,2.5,3.4,-0.721,-0.283,-0.0704,0.495,2.8,2.7,20.8,i,9.1,-2.1%,1.0%,0.41,1433,-18.6,701
CCOC(=O)c1sc(CS(=O)(=O)c2ccc(Cl)cc2)nc1C,0.3,1296,/,/,0.482,-0.0835,0.852,-0.239,/,/,/,/,/,/,/,-0.24,1048,35.2,706
O=c1cnnc(Nc2cccc(C(F)(F)F)c2)[nH]1,0.0,1104,7.3,3.4,0.141,-0.296,0.188,0.212,2.5,1.8,3.1,i,8.9,-5.6%,-1.4%,/,/,-4.7,716
Cc1noc(/C=C/N(C)C)c1S(=O)(=O)N1CCCC(C(=O)NC2CCCCC2C)C1 (stereo not drawn),-6.5,1117,11.4,0.6,-0.101,-0.094,0.186,-0.78,4.3,2.9,1.3,i,5.4,41.2%,-0.3%,1.14,918,/,/
CC1=C(/C=C/C(C)=N\NC(=O)c2ccncc2)C(C)(C)CCC1,3.9,1025,3.7,-11.0,-0.0467,-0.0316,-0.0687,0.0786,2.4,1.8,0.7,i,24.2,-4.4%,5.7%,-0.24,1349,6.0,702
COCCCn1c2nc3ccccc3nc2c2c(=O)n(Cc3ccc(Cl)cc3)cnc21,1.2,1157,/,/,0.539,-0.154,0.252,-0.305,4.0,1.9,4.6,i,-8.7,-4.3%,-1.5%,-0.04,1447,/,/
O=C(Cc1nc(-c2ccc(Br)s2)cs1)NCCN1CCOCC1,0.2,1084,8.1,25.8,-0.454,-0.308,0.00756,-0.148,4.0,1.9,13.4,i,4.6,-8.3%,-3.0%,0.34,1296,0.6,709
Cn1c(=O)c2c(nc(Br)n2CC(=O)C23CC4CC(CC(C4)C2)C3)n(C)c1=O,-2.1,906,19.5,25.6,-2.55,-0.0761,-0.848,1.05,4.9,2.3,10.9,i,-3.7,-10.2%,-1.7%,-2.1,989,/,/
COc1cccc(-c2cc(=O)[nH][nH]2)c1,-0.2,1117,-12.7,-0.2,-0.338,-0.305,0.0262,0.332,2.3,2.2,4.7,i,-18.1,-12.6%,-6.0%,0.8,1238,-1.5,693
O=C(Nc1ccccc1Cl)N1CCSc2ccccc21,-0.6,975,1.3,1.8,-0.545,-0.154,0.0615,0.0599,1.6,0.9,27.3,i,-6.3,-3.6%,1.4%,-0.18,1392,-2.8,689
CC1CCCN(c2nc(-c3cccnc3)nc3scc(-c4ccccc4)c23)C1 (stereo not drawn),0.5,1087,60.8*,-9.7*,-0.863,-0.209,-0.496,0.782,3.7,2.5,7.4,i,0.3,0.7%,-0.7%,0.16,1130,-0.2,624
O=C(COC(=O)CCCN1C(=O)c2cccc3cccc(c23)C1=O)Nc1cccc(C(F)(F)F)c1,-3.9,538,-5.9,-7.5,-0.0975,-0.257,0.725,-0.0265,2.7,1.9,2.6,i,8.1,-2.0%,-3.8%,0.4,1212,26.7,623
CN(C)C(=O)c1ccc2c3c(cccc13)CC2,0.4,1053,-2.6,-0.1,-0.415,-0.118,-0.433,0.555,1.5,3.7,4.7,i,4.3,-2.7%,-1.6%,-0.3,1231,-0.5,722
